SNCA expr inhib: inhibitors of alpha-synuclein (SNCA) gene expression | Potency, µM (series often up to 57.2 µM), inactives show top-dose activity change, negative = inhibition, hits mostly inhibitors | hit rate 0.17% among 140,000 | AID 1671194 | HEK-293 SNCA-luciferase knock-in, luminescence, 24 h;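 further: potency means the concentration at half of the fitted maximal effect; plate controls were DMSO cells for no effect and cell-free wells for full effect; nearly all actives have a fitted effect of over 45% in size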
FLuc inh: blocks purified firefly luciferase enzyme activity. Potency, µM (titrated, usually from 115 µM), inactives show at the highest dose activity change, negative = inhibition, most hits filed as inhibitors. purified P. pyralis luciferase, luminescence, biochemical. hit rate 2.5% among 76,000; further: potency means the concentration at half of the fitted maximal effect; nearly all actives have a fitted effect of over 65% in size
Target sequence (P08659 whole entry, looked up): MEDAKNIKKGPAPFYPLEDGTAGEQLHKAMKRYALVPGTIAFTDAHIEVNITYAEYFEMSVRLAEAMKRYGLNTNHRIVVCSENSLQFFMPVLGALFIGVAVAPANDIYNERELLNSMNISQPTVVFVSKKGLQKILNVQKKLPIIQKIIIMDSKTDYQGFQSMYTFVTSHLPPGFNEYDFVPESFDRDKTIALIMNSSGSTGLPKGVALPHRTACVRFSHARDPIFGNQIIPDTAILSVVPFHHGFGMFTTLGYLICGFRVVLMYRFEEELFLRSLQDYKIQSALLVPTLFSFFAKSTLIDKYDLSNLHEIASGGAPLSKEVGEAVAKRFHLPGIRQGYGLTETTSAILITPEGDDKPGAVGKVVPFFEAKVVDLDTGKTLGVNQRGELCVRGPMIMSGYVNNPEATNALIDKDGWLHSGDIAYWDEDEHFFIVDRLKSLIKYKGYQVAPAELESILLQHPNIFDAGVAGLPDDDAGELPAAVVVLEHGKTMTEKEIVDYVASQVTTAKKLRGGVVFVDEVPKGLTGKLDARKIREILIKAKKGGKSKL
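Biochemical qHTS: compound (6-point titration) added to 10uM D-luciferin plus 10uM ATP in Tris acetate pH 7.5 buffer with Mg, Tween-20 and BSA, then purified enzyme at 10nM; light output imaged.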
NIH3T3 tox: kills NIH 3T3 cells; NIH 3T3 viability, CellTiter-Glo ATP luminescence, 48-72 h; Potency, µM (titrated, usually from 96.7 µM), for inactives: at the highest dose activity change, negative = cytotoxicity, actives largely listed as inhibitors; hit rate 4.3% among 94,000; AID 1345082; further: potency means the concentration at half of the fitted maximal effect; nearly all actives have a fitted effect of over 55% in size
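Cells were seeded at 400 per well, treated with pin-transferred compound, and kept 48 or 72 hr at 37 °C before CellTiter-Glo addition and luminescence imaging of cellular ATP.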
HEK293 tox: kills HEK 293 cells | HEK 293 viability, ATP luminescence (CellTiter-Glo), 48-72 h | Potency, µM (highest dose often 115 µM), for inactives: top-dose activity change, negative = cytotoxicity, hits mostly inhibitors | hit rate 6.6% among 94,000 | AID 1345083; further: potency means the concentration at half of the fitted maximal effect; nearly all actives have a fitted effect of over 60% in size
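HEK 293 cells seeded at 250 cells/well were exposed to compound for 48 or 72 hr at 37 degree Celsius. Viability taken as ATP content by CellTiter-Glo luminescence.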
HEK293 viab: reduces viability of HEK-293 SNCA reporter cells; HEK-293-SNCA-luc viability, GF-AFC fluorescence, 24 h; Potency, µM (doses to about 57.1 µM), for inactives: at the highest dose activity change, negative = cytotoxicity, most hits filed as cytotoxic; hit rate 0.12% among 150,000;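 further: potency means the concentration at half of the fitted maximal effect; 0% = DMSO-treated cells and -100% = medium-only wells without cells; nearly all actives have a fitted effect of over 30% in size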
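HEK-293-SNCA-luc cells (1500/well) plated 24 h, then exposed 24 h to a dilution series; GF-AFC added 30 min at 37C, fluorescence 405/540 nm; normalised to medium-only and DMSO wells, Hill fit.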
GPT2 inh: blocks human glutamate pyruvate transaminase 2 | Q8TD30 | Recombinant GPT2, coupled pyruvate oxidase/HRP Amplex Red fluorescence | Potency, µM (series often up to 57.7 µM), inactives show at the top dose activity change, negative = inhibition, usual class: inhibitors | hit rate 0.25% among 100,000 | AID 1671188; further: potency means the concentration at half of the fitted maximal effect; nearly all actives have a fitted effect of over 60% in size; many of its hits are not listed in these tables
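Fluorescence of coupled pyruvate oxidase/HRP/Amplex Red system (50uM Amplex, 30 min, dark) reports pyruvate formed by GPT2. Enzyme reaction: 10ng/uL GPT2, 2mM L-alanine, 250uM a-KG, 30 min room temperature, pH 7.5; 50uM AOA control.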
IP6K1 inh: inhibitors of human IP6K1 | IP6K1 kinase, ADP-Glo luminescence, 2 h; hits give low values | hit rate 0.81% among 140,000 | activity change, % (series mostly up to about 58 µM) | AID 1645851; in the data active means activity change below about -25%
Target sequence (Q92551 whole entry, looked up): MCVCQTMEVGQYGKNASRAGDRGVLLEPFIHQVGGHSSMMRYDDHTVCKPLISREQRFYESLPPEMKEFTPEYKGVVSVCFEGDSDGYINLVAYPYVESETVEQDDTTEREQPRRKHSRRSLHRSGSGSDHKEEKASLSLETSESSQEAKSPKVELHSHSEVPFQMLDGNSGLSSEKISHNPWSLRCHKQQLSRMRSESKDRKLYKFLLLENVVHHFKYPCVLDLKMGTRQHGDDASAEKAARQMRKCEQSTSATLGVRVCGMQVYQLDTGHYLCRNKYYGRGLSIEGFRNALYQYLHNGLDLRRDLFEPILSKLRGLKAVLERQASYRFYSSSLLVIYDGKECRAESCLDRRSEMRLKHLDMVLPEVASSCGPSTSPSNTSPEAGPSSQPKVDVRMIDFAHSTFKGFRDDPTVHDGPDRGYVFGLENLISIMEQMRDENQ
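ADP-Glo luminescence measures ADP made by human IP6K1 during a 2 h RT reaction with ATP/IP6 (mix at 1.3 mM/130 uM); top library doses 57.5 and 19.1 uM final.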
The depositor's hits bear a star; i = inactive; ? = inconclusive; · = not tested or not shown; ! = repeats disagree; [ ] = remark or other dose. Unless noted, the call rests on the fitted dose curve; in most records, active means well fitted curve in the direction sought with a large enough effect; inconclusive means small, poorly fitted or top-dose-only effect, or another doubt; inactive means no such curve, though single readings can be large; an effect the other way counts as inactive or inconclusive. Unless noted, on the % scale 0 is the no-effect control and ±100 the full control effect. Random draw from the library; any-hit rate near 7.8%.

SMILES	SNCA expr inhib	FLuc inh	NIH3T3 tox	HEK293 tox	HEK293 viab	GPT2 inh	IP6K1 inh
O=C(CC1COCCN1)N1CCC2(CCC(=O)N(CCCn3ccnc3)C2)CC1 (configuration not stated)	-7%	-4%	-3%	-1%	3%	5%	11
Cc1ccc(CN2C(=O)c3ccccc3Sc3ccc(C(=O)NCc4ccco4)cc32)cc1	-10%	·	·	·	11%	·	-3
O=C(c1ccc(Cl)cc1)N1CCC(N2CCCCCC2=O)CC1	3%	·	-15%	-15%	7%	-12%	7
O=C(Cc1c[nH]c2ncc(-c3cccc(O)c3)cc12)N1CCOCC1	?	4%[172 µM]	?	?	-20%[87.6 µM]	i	-17
COc1cccc(-c2cccc(C(=O)N3CCCC3C(=O)NCc3ccc(F)cc3)c2)c1 (configuration not stated)	4%	·	?	?	3%[12.5 µM]	1%	-4
CCCn1cc(S(=O)(=O)c2ccccc2)c(=O)c2cc(F)c(N3CCCCC3)cc21	5%	·	·	·	-9%	·	5
COc1ccccc1C(=O)N1CCCN(c2cc(-c3ccc(Cl)cc3)[nH]n2)CC1	?	2%	?	?	-6%	?	-9
COc1ccc(C2c3c(n(C)c4ccccc34)C(=O)N2CC(=O)Nc2cccc(Cl)c2C)cc1 (configuration not stated)	-25%	·	·	·	1%	·	14
CC(C)(C)C(=O)N1CCCC(C(=O)N2CCC(N3CCOC3=O)CC2)C1 (configuration not stated)	-22%	·	-8%	3%	1%	i	0
COc1ccc(-c2ccc3ncc(Nc4cccc(O)c4)n3n2)cc1OC	32%[activator][87.6 µM]	3%[172 µM]	?	63µM*	-8%[87.6 µM]	-8%[88.5 µM]	-19
Cc1noc(C)c1S(=O)(=O)N1CCC(C(=O)N2CCC(c3ccccc3)CC2)CC1	4%	·	?	?	19%	i	12
COc1ccc2c3c1CN(C(C)=O)CC3=CC(C)(C)CO2	·	·	?	?	·	·	5
CCOC(=O)c1c(C)[nH]c(CCC(=O)Nc2ccccc2C(F)(F)F)c1C	5%	·	·	·	3%	·	4
O=C(O)c1cc(-c2ccc(C(F)(F)F)cc2)nc2n[nH]c(-c3ccccc3)c12	97%[activator]	·	·	·	1%	·	18
CC(=O)N1CC(CO)C2(CCN(C(=O)c3ccccc3Cl)CC2)C1 (configuration not stated)	-2%	-4%	i	2%	7%	i	12
CN1C(=O)c2ccc(NC(=O)Cn3nc4c(cc3=O)CCCC4)cc2C1=O	-16%	2%	i	-1%	8%	i	21
COc1ccccc1CNC[C@H]1Cn2cc(-c3ccccc3OC)nc2CO1	-19%[87.6 µM]	4%[172 µM]	79µM*	112µM*	-2%[87.6 µM]	1%[88.5 µM]	-13
Cc1ccccc1CN1CC[C@@H]2OCC(=O)N(c3ccccc3)[C@H]2CC1	-10%[87.6 µM]	-2%[172 µM]	-19%[138 µM]	?	-5%[87.6 µM]	2%[88.5 µM]	5
COc1ccc(-c2noc([C@@H]3Cc4nc[nH]c4CN3C(=O)Nc3ccc(Cl)cc3)n2)cc1	13%	13µM*	?	?	?	i	10
COc1ccc(Cn2nc(-c3ccccc3)nc2C2CCC(=O)NC2)cc1 (configuration not stated)	102%[activator]	35µM*	-15%	?	-17%	-8%	2
COCc1ncc(CN2CC[C@@H](c3ccc4ccccc4c3)[C@H](O)C2)cn1	-5%	8%	-28%	-16%	3%	-4%[11.5 µM]	31
CC(C)CN(CCCNC(=O)C1CCN(c2cnn(C)c(=O)c2)C1)CC(C)C (configuration not stated)	-19%	8%	-5%	i	-4%	i	4
CCNC(=O)CCc1c(C)nn(-c2ccc(F)cc2)c1Oc1ccc(F)cc1F	-12%	-2%	?	?	-7%	2%	-3
O=C(NCc1ccccc1)c1cnc2n1CCN(CCCc1ccccc1)CC2	?	5%[172 µM]	25µM*	?	-17%[87.6 µM]	1%[88.5 µM]	3

Three entries from above, with each value named.
COc1ccc(-c2noc([C@@H]3Cc4nc[nH]c4CN3C(=O)Nc3ccc(Cl)cc3)n2)cc1
- SNCA expr inhib = 13%
- FLuc inh = 13µM*
- NIH3T3 tox = ?
- HEK293 tox = ?
- HEK293 viab = ?
- GPT2 inh = i
- IP6K1 inh = 10

CCNC(=O)CCc1c(C)nn(-c2ccc(F)cc2)c1Oc1ccc(F)cc1F
- SNCA expr inhib = -12%
- FLuc inh = -2%
- NIH3T3 tox = ?
- HEK293 tox = ?
- HEK293 viab = -7%
- GPT2 inh = 2%
- IP6K1 inh = -3

COc1ccccc1CNC[C@H]1Cn2cc(-c3ccccc3OC)nc2CO1
- SNCA expr inhib = -19%[87.6 µM]
- FLuc inh = 4%[172 µM]
- NIH3T3 tox = 79µM*
- HEK293 tox = 112µM*
- HEK293 viab = -2%[87.6 µM]
- GPT2 inh = 1%[88.5 µM]
- IP6K1 inh = -13

Continuation.
SMILES	SNCA expr inhib	FLuc inh	NIH3T3 tox	HEK293 tox	HEK293 viab	GPT2 inh	IP6K1 inh
COc1ccc(C2C(C(N)=O)=C(C)Nc3nc(CCCO)nn32)cc1 (configuration not stated)	-20%	·	·	·	9%	·	-14
COCCCn1c(=O)c2sccc2n2c(CCCC(=O)Nc3cccc(C(F)(F)F)c3)nnc12	16%	·	·	·	?	·	0
CC(CN1c2ccccc2Sc2ccccc21)N(C)C (configuration not stated)	2%	·	·	·	4%	10µM*!	-17
CC(=O)c1c(C)nn(CCC(=O)N2CCC3(CC2)[C@H](O)C[C@@H]3O)c1C	11%	4%	-1%	-6%	6%	1%	10
C#C[C@]1(O)CC[C@H]2[C@@H]3CCC4=C/C(=N/O)CC[C@@H]4[C@H]3CC[C@@]21CC	·	·	·	·	-1%	3%	-80*
CC(=O)NC1CCN(c2ccnc3ccnn23)C1 (configuration not stated)	-12%[87.6 µM]	·	-10%[138 µM]	-11%[172 µM]	10%[87.6 µM]	i	11
CC1CCN(S(=O)(=O)c2ccc3[nH]cc(C(=O)NCc4ccc(F)cc4)c(=O)c3c2)CC1	3%	·	·	·	-1%	·	20
COc1cccc(-c2ccnc3nc(Cc4cc(F)cc(F)c4)nn23)c1	10%	1%	?	40µM*	-10%	?	-5
Cc1cc(OCC(=O)O)c(C)c2c1CC[C@@H]([C@H](C)C(=O)NCc1ccccc1)C2	12%[87.6 µM]	-3%[172 µM]	79µM*	i	0%[87.6 µM]	2%[88.5 µM]	-1
CCn1cc(CN2CCCC(c3nc(CCOc4cccc(C)c4)no3)C2)cn1 (configuration not stated)	2%	8%	-25%	?	-5%	-5%	-18
COCc1noc([C@@H]2CN(Cc3cccc(C#N)c3)C[C@H]2COC)n1	-6%	4%	-3%	i	6%	2%	4
CCCn1c2ccccc2c2cnn(CC(=O)NCCc3ccc(OCC)cc3)c(=O)c21	8%	·	·	·	4%	·	-5
CN1CCN(C(=O)C2(C)CCCc3cnc(Nc4ccccc4)nc32)CC1 (configuration not stated)	5%[87.6 µM]	3%[172 µM]	?	-17%[172 µM]	-6%[87.6 µM]	0%[88.5 µM]	14
COc1ccc([C@@H]2OC[C@H]3[C@@H]2CO[C@@H]3c2ccc(OC3OC(CO)C(O)C(O)C3O)c(OC)c2)cc1OC (some centres not stated)	·	·	·	·	-11%[23.9 µM]	i	3
CCCOC(=O)N1CCCC(C(=O)Nc2ccccc2-c2ccc(OC)cc2)C1 (configuration not stated)	?	2%	?	?	-3%	2%[11.5 µM]	6
CC(=O)NC1CCN(C(=O)c2ccc(-c3cccs3)cc2)CC1	25%[87.6 µM]	·	-19%[138 µM]	3%[172 µM]	-2%[12.5 µM]	-1%[88.5 µM]	-3
O=C1CC(c2ccccc2)N(C(=O)C2CC2)CCCCCCN1 (configuration not stated)	-16%	-5%	-9%	-1%	4%	-1%	15
CCCOc1ccc(CNC(=O)[C@@]23CCCC[C@H]2N(CCOC)C(=O)CC3)cc1	-37%	2%	-12%	-7%	-5%	i	-11
COc1ccc(-c2ccc3c(c2)C(=O)N2C[C@@H](NS(=O)(=O)c4ccc(F)cc4)C[C@H]2C(=O)N3)cc1	-26%	5%	-5%	-6%	0%	3%	-19
COC(=O)Cn1c(CN2CCN(c3ccc(OC)cc3)CC2)nc2c1c(=O)[nH]c(=O)n2C	29%	·	·	·	-6%	·	9
CCOC(=O)c1ccc(NC(=O)C2=C(C)Nc3nc(SCc4ccc(Cl)cc4)nn3C2c2ccc(OC)cc2)cc1 (configuration not stated)	-17%	·	·	·	-5%	·	10
COc1ccccc1N1C(=O)N(CC(=O)C(C)(C)C)c2ccccc2S1(=O)=O	12%	·	·	·	-13%	·	13
CCOc1ccc(-n2c(=O)c3c(C)c(C)sc3n(Cc3ccc(C(C)(C)C)cc3)c2=O)cc1	13%	·	·	·	17%	·	4
Cc1ccc(Nc2c(-c3cc(Br)ccc3F)nc3cc(C)ccn23)cc1	6%	·	·	·	2%	·	-3
Cc1nn(-c2ccccc2)c2c1C(C(C)C)N(C1CCCN([S+](=O)([O-])c3ccccc3)C1)C2=O (configuration not stated)	·	·	-13%	?	·	·	10
CCCOc1ccc(CNC(=O)CN2CC3CC(C2)[C@H]2CCCC(=O)N2C3)cc1 (some centres not stated)	-3%	3%	-25%	-11%	-5%	-9%	0
COc1ccc(/C=C/c2nc(C#N)c(N3CCC(C)CC3)o2)cc1OC	17%	·	·	·	?	·	-20
O=C(Cn1nc2c(cc1=O)CCCC2)NCCn1ccc2c(Cl)cccc21	6%	-1%	?	?	1%	-8%	29
Cc1cccc(CN2CCNc3cc(Nc4cccnc4)ncc3C2)c1	21%[87.6 µM]	-19%[172 µM]	?	?	-21%[87.6 µM]	1%[88.5 µM]	-15
Cn1ncc(N2CCC(C(=O)Nc3ccccc3CCc3ccccn3)C2)cc1=O (configuration not stated)	9%	-2%	-17%	1%	8%	i	16
O=C(NCC1CCN(c2cc(-c3ccc(F)cc3)[nH]n2)CC1)c1ccc[nH]1	-2%	-13%	?	?	4%	?	3
CC1(C(=O)Nc2ccc(F)cc2)CN(Cc2ccccc2)Cc2ccc(N3CCOCC3)nc21 (configuration not stated)	?	-7%	?	?	-16%	4%	-6
COc1cccc(CNCCCSc2nnnn2C)c1	-7%	·	·	·	14%	·	7
CCOC(=O)c1ccc(NC(=O)CN(c2ccc(C)cc2)S(=O)(=O)c2ccc(OC)cc2)cc1	129%[activator]	·	·	·	18%	·	22
CCOC(=O)C(C)Nc1ncnc2onc(C)c12 (configuration not stated)	0%	·	·	·	5%	·	-11
O=C(NC1CCN(CCn2nc3n(c2=O)CCCC3)C1)c1ccc(C(F)(F)F)cc1 (configuration not stated)	·	·	-10%	-4%	·	·	4
Cc1ccc2sc(N(Cc3cccnc3)C(=O)CCS(=O)(=O)c3ccccc3)nc2c1C	4%	·	·	·	23%	·	2
COc1ccc(C)cc1N(C)C(=O)CCc1nc(-c2ccccc2F)no1	1%	·	·	·	3%	·	-2
Cn1c2c(c(=O)n(C)c1=O)C(c1cc(Br)ccc1F)CC(=O)N2 (configuration not stated)	43%[activator]	·	·	·	1%	·	11
CCN1C(=O)Cc2cc(C(=O)NCc3cc(OC)ccc3OC)ccc21	-3%	-3%	-14%	-17%	-3%	?	0

Screening results (PubChem BioAssay)
